Cycloheximide cs – Cycloheximide Counterscreen for Small Molecule Inhibitors of Shiga Toxin. cell reporter, cycloheximide protein synthesis inhibition counterscreen. max response, %. 12% of 300,000 active. AID 2314, 2010; in the data active = max response mostly above about 13%, no sharp cut-off; inactive = mostly below about 14%; note: read at 38.3 µM for the half of the compounds with a filed dose; 0% is about no effect
Tb PYK inh – qHTS of Trypanosoma Brucei Inhibitors; 0.12% of 410,000 active; Potency, µM (top dose mostly 76.8 µM), inactives show at the highest dose activity, negative = inhibition, usual class: inhibitors; TbPYK enzyme, Kinase-Glo Plus ATP luminescence, 45 min; pyruvate kinase (Trypanosoma brucei), Q57TT1; note: potency is the fitted concentration of half-maximal effect; % is set by controls: 0 for no effect and ±100 for the full control effect; nearly all actives have a fitted effect of over 50% in size
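T. brucei PYK with substrate was exposed to pin-transferred compounds across a concentration series, then started with 130 uM ADP (final). After 45 min at room temperature, Kinase-Glo Plus luminescence was read, normalized and curve-fitted.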
Pf growth 48h – Primary qHTS for delayed death inhibitors of the malarial parasite plastid, 48 hour incubation; 5.9% of 310,000 active; Potency, µM (top dose mostly 28.7 µM), for the others: at the highest dose activity change, negative = inhibition, hits mostly inhibitors; P. falciparum luciferase growth in erythrocytes, 48 h; note: potency is the fitted concentration of half-maximal effect; % is set by controls: 0 for no effect and ±100 for the full control effect
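Firefly luciferase activity from engineered P. falciparum reports growth; inhibitors lower the luminescent signal. Cultures contained 2% hematocrit erythrocytes at 0.1% final parasitemia.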
AMA1 RON2 block – qHTS for Inhibitors of AMA1-RON; Towards Development of Antimalarial Drug Lead: Primary Screen; Plasmodium falciparum AMA1 (3D7) - RON2 peptide interaction; AlphaScreen AMA1-biotinylated RON2 peptide binding; Potency, µM (doses to about 58.2 µM), for the others: at the highest dose activity change, negative = inhibition, actives largely listed as inhibitors; 0.2% of 360,000 active; AID 720542, 2013;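 note: potency is the fitted concentration of half-maximal effect; 0% = vehicle wells and -100% = peptide control; nearly all actives have a fitted effect of over 45% in size; some results filed as inactive show a strong effect at the top dose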
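AMA1 (3D7) with his tag at 25 nM final met compounds first, then biotinylated RON2 peptide at 25 nM; detection used donor plus acceptor beads, 10 µg/mL apiece, read by AlphaScreen after 30 min at room temperature.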
LmPK inhibitor – qHTS Assay for Inhibitors of Leishmania Mexicana Pyruvate Kinase (LmPK). Q27686. purified LmPK, Kinase-Glo ATP luminescence, 1 h. Potency, µM (series often up to 57.5 µM), inactives show at the highest dose activity change, negative = inhibition, actives largely listed as inhibitors. 0.37% of 290,000 active; note: potency is the fitted concentration of half-maximal effect; % is set by controls: 0 for no effect and ±100 for the full control effect
Target sequence (Q27686 whole entry, looked up): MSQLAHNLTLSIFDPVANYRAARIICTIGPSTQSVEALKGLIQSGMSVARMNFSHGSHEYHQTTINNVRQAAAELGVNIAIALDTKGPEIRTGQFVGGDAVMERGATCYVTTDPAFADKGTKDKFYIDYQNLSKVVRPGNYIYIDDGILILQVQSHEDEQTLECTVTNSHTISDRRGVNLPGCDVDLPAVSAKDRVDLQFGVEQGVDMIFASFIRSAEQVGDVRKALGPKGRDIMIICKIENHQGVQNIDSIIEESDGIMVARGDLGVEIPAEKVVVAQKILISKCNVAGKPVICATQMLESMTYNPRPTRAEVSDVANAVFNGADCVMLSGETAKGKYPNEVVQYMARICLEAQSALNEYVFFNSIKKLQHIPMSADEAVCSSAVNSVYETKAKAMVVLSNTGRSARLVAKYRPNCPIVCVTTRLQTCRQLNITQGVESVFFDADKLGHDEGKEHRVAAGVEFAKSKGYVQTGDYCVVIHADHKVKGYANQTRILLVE
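Pyruvate kinase activity monitored as ATP production (luciferase luminescence). Conditions: 0.1 nM enzyme, 0.5 mM PEP, 0.1 mM ADP, 1 h, RT; normalized against uninhibited and no-enzyme wells.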
Pf growth 96h – Primary qHTS for delayed death inhibitors of the malarial parasite plastid, 96 hour incubation; P. falciparum luciferase reporter growth, 96 h; Potency, µM (titrated, usually from 28.7 µM), for the others: top-dose activity change, negative = inhibition, actives largely listed as inhibitors; 6.9% of 320,000 active; AID 504834, 2011; note: potency is the fitted concentration of half-maximal effect; % is set by controls: 0 for no effect and ±100 for the full control effect
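Readout is luminescence from an integrated firefly luciferase in P. falciparum. Red cells, 2% hematocrit and 0.05% parasitemia final, were cultured with compound through two parasite generations (96 hours) at 37 C, 5% CO2.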
Shiga toxin inh – A qHTS for Small Molecule Inhibitors of Shiga Toxin; Vero cells, Shiga toxin protein synthesis inhibition reporter; 9.2% of 290,000 active; inhibition, % at 38.7 µM; AID 2315, 2010; in the data active = inhibition mostly above about 28%, no sharp cut-off; inactive = mostly below about 43%; note: 0% is about no effect
Numbers without * were called inactive; i = inactive; ? = inconclusive; nt = not tested or not shown; [ ] = remark or other dose. Unless noted, calls come from the whole dose curve; as a rule, active = well fitted curve in the direction sought with a large enough effect; inconclusive = small, poorly fitted or top-dose-only effect, or another doubt; inactive = no such curve, though single readings can be large; an effect the other way counts as inactive or inconclusive. An unsorted share of the library; about 21% have a hit in one of these screens.

SMILES	Cycloheximide cs	Tb PYK inh	Pf growth 48h	AMA1 RON2 block	LmPK inhibitor	Pf growth 96h	Shiga toxin inh
COc1ccc(-n2c(O)c(C=NCc3ccc4c(c3)OCO4)c(=O)[nH]c2=O)cc1	-2	0%	-2%	12%	1%	16%	-2
Cc1ccccc1NS(=O)(=O)c1cc(C(=O)Nc2cccnc2)ccc1C	-4	-17%	?	12%	-13%	-13%	-18
O=C(Nc1cccnc1)/C(N=Nc1cccnc1)=C(\O)c1ccccc1	1	6%	?	4%	0%	?	19
CCc1cc(C(=O)Cc2nc3ccccc3s2)c(O)cc1OCC(=O)O	-2	-5%	66%[activator]	0%	0%	88%[activator]	-2
COc1cc2c(cc1OC)C(c1ccc(-c3ccccc3Cl)o1)=NCC2	12	?	?	?	-17%	nt	26
COc1ccc(CNC(=O)c2cc3c(s2)CS(=O)C3)cc1 (centres undefined)	-3	0%	nt	13%	5%	?	-4
COC(=O)c1cc(CSc2nc3ccccc3[nH]2)oc1C	32*	-17%	nt	-18%	-8%	92%[activator]	36*
CC(=O)Nc1ccc(NC(=S)Nc2ccc(F)cc2)cc1	-1	-6%	4%	15%	-5%	?	20
O=C(NCCc1ccccn1)C1CCN(S(=O)(=O)c2ccc(Cl)cc2)CC1	9	1%	?	-1%	2%	?	-12
COc1cc(/C=C2\SC(=O)NC2=O)ccc1OCc1ccc(Cl)nc1	-3	-2%	?	-5%	-9%	?	-5
CC(SCc1ccccc1)C(=O)N/N=C/c1cccs1 (centres undefined)	0	-6%	22%	-4%	0%	0%	-2
COc1ccc(C2CC2/C(C)=N/OC(=O)c2cccs2)cc1 (centres undefined)	14	1%	nt	-3%	13%	?	17
CCn1c(SCC(=O)N=Nc2c(O)[nH]c3ccccc23)nc2ccccc21	1	-1%	-1%	-16%	-1%	44%[activator]	-10
CCc1nn(CC(=O)NCCC(C)C)c(=O)c2cc3c(OC)cccc3n12	-2	-2%	15%	10%	4%	-20%	-6
O=C(CC(C(=O)O)c1ccccc1)c1cccs1 (centres undefined)	4	4%	4%	-2%	8%	?	-5
COc1ccc(CNC2C[C@H]3CCCC(=O)N4CC[C@@H](C2)[C@@H]34)cc1 (some centres undefined)	-2	-5%	nt	17%	nt	nt	i
COc1ccccc1NS(=O)(=O)c1cc(NC(=O)/C=C/c2cccs2)ccc1N1CCOCC1	-2	-8%	12µM*	-4%	-1%	?	-8
CC1CCc2c(sc(NC(=O)C3c4ccccc4Oc4ccccc43)c2C(N)=O)C1 (centres undefined)	-2	-12%	?	6%	1%	6.6µM*	-7
CC(C)c1ccc(NC(=O)c2snc3ccc(Cl)cc23)cc1	39*	1%	63%[activator]	-13%	-6%	-94%	74*
CC(=O)Cc1nsc(Nc2ccc(C)cc2)n1	-4	-1%	5%	56%[activator]	-2%	?	-13
Cc1ccc(S(=O)(=O)Nc2cccc(C(=O)NCCCn3ccnc3)c2)cc1F	nt	-5%	?	-10%	nt	0%	nt
O=C(c1ccc(NC(=S)NCc2ccco2)cc1)N1CCOCC1	-2	-2%	4%	33%[activator]	3%	-39%	-3
CCOC(=O)C(=O)Nc1ccccc1C#N	1	-3%	1%	-7%	3%	0%	-7
CC(=O)Nc1ccc(NS(=O)(=O)C(F)(F)F)cc1	-4	-9%	11%	0%	-4%	0%	8
Cc1ccc(C(=O)Nc2ccc3c(c2)OCO3)cc1S(=O)(=O)N1CCOCC1	29*	2%	-24%	8%	1%	?	107*

Not a retest: an excerpt of the list.
SMILES	Cycloheximide cs	Tb PYK inh	Pf growth 48h	AMA1 RON2 block	LmPK inhibitor	Pf growth 96h	Shiga toxin inh
CC(SCc1ccccc1)C(=O)N/N=C/c1cccs1 (centres undefined)	0	-6%	22%	-4%	0%	0%	-2
COc1ccc(C2CC2/C(C)=N/OC(=O)c2cccs2)cc1 (centres undefined)	14	1%	nt	-3%	13%	?	17
CCn1c(SCC(=O)N=Nc2c(O)[nH]c3ccccc23)nc2ccccc21	1	-1%	-1%	-16%	-1%	44%[activator]	-10
CCc1nn(CC(=O)NCCC(C)C)c(=O)c2cc3c(OC)cccc3n12	-2	-2%	15%	10%	4%	-20%	-6
O=C(CC(C(=O)O)c1ccccc1)c1cccs1 (centres undefined)	4	4%	4%	-2%	8%	?	-5
COc1ccc(CNC2C[C@H]3CCCC(=O)N4CC[C@@H](C2)[C@@H]34)cc1 (some centres undefined)	-2	-5%	nt	17%	nt	nt	i
COc1ccccc1NS(=O)(=O)c1cc(NC(=O)/C=C/c2cccs2)ccc1N1CCOCC1	-2	-8%	12µM*	-4%	-1%	?	-8
CC1CCc2c(sc(NC(=O)C3c4ccccc4Oc4ccccc43)c2C(N)=O)C1 (centres undefined)	-2	-12%	?	6%	1%	6.6µM*	-7
CC(C)c1ccc(NC(=O)c2snc3ccc(Cl)cc23)cc1	39*	1%	63%[activator]	-13%	-6%	-94%	74*
CC(=O)Cc1nsc(Nc2ccc(C)cc2)n1	-4	-1%	5%	56%[activator]	-2%	?	-13
Cc1ccc(S(=O)(=O)Nc2cccc(C(=O)NCCCn3ccnc3)c2)cc1F	nt	-5%	?	-10%	nt	0%	nt
O=C(c1ccc(NC(=S)NCc2ccco2)cc1)N1CCOCC1	-2	-2%	4%	33%[activator]	3%	-39%	-3
CCOC(=O)C(=O)Nc1ccccc1C#N	1	-3%	1%	-7%	3%	0%	-7
CC(=O)Nc1ccc(NS(=O)(=O)C(F)(F)F)cc1	-4	-9%	11%	0%	-4%	0%	8
Cc1ccc(C(=O)Nc2ccc3c(c2)OCO3)cc1S(=O)(=O)N1CCOCC1	29*	2%	-24%	8%	1%	?	107*

Remaining list, next part
SMILES	Cycloheximide cs	Tb PYK inh	Pf growth 48h	AMA1 RON2 block	LmPK inhibitor	Pf growth 96h	Shiga toxin inh
CCOC(=O)c1ccc(Nc2cc(C)nc3ncnn23)cc1	9	-3%	nt	-1%	5%	nt	15
CCOc1ccccc1NC(=O)CCCN1C(=S)NC(C)(C)CC1C (centres undefined)	-2	-1%	-19%	2%	-8%	346%[activator]	16
C=C(C)c1cccc(C(C)(C)NC(=O)Nc2ccc(C(C)=O)cc2)c1	-2	-7%	-17%	4%	3%	19%	16
CCSc1nnc(NC(=O)C(C)(C)C)s1	29*	-2%	59%[activator]	11%	-4%	nt	69*
O=C(CNC(=O)c1ccccc1Cl)N/N=C/c1ccc2c(c1)OCO2	14	2%	29%	-5%	0%	39%[activator]	15
COc1ccc(C(C(=O)NC(C)(C)C)N(Cc2cccnc2)C(=O)CCC(=O)Nc2cc(C)on2)cc1 (centres undefined)	-2	-6%	?	-8%	-1%	?	-1
COc1ccc(NC(=O)C2CC(c3c(F)cccc3Cl)=NO2)cc1 (centres undefined)	18*	6%	36%[activator]	0%	5%	6%	nt
CCCC(C(=O)NC1CCCC1)N(CCN(CC)CC)C(=O)c1snc(C(N)=O)c1N (centres undefined)	-7	0%	24%	9%	-1%	36%[activator]	16
Cc1ccc(O)c(C(=O)c2cnn(C(=O)COc3ccc(Cl)cc3)c2)c1	-3	-6%	15%	41%[activator]	-2%	9%	-14
CCN(CC)CCCN1C(=O)C(O)=C(C(=O)c2sc(C)nc2C)C1c1ccc(C)o1 (centres undefined)	-3	nt	9%	nt	-4%	12%[5.75 µM]	-5
OCCC1CN(Cc2cccc(-c3ccco3)c2)CCN1Cc1ccsc1 (centres undefined)	-1	1%	-15%	-11%	-5%	9%	-11
COCCCn1c(-c2ccc(OC)cc2)cc(C(=O)NC2CCCCCCC2)c1C	-3	1%	13µM*	-28%	0%	15µM*	-13
CCOc1ccc2[nH]c3c(NCCCOC)ncnc3c2c1	35*	2%	nt	-18%	8%	?	48*
C=CCNC(=S)N(CC)c1cccc2ccccc12	8	-3%	?	1%	4%	-28%	-5
CNC(=O)CSc1nnc(-c2ccc3c(c2)OCO3)n1C	8	1%	12%	2%	-3%	29%	-7
CCCn1c(N)c(N(CCOC)C(=O)c2cc3c(s2)CCCCC3)c(=O)[nH]c1=O	-3	-8%	18%	4%	-8%	13%	-11
O=C(c1cccc(Cl)c1)N1CCn2c1nc1ccccc12	2	0%	?	6%	2%	-4%	-27
O=C(NC(NC1CCS(=O)(=O)C1)C(Cl)(Cl)Cl)c1ccc(Br)cc1 (centres undefined)	-5	3%	33%[activator]	2%	1%	?	-25
Clc1cc(Cl)cc(CN2CCSCC2)c1	2	-2%	?	-6%	-6%	?	-4
O=C(Nc1c2c(nc3c1CCC3)CCCC2)c1ccccn1	-2	-4%	17%	36%[activator]	-3%	19%	-5
Cc1ccc(-c2nnn(CC(=O)NCCC3=CCCCC3)n2)cc1	-2	1%	0%	-5%	2%	?	-12
CC1(C)Cc2c(c(N3CCCC3)[nH]c(=S)c2C#N)CO1	-2	nt	nt	nt	-13%	7%	-2
C=CCNC(=O)NC(=O)c1csc([N+](=O)[O-])c1	0	-2%	9%	-6%	-2%	27%	-6
CCCCN(C(=O)c1cccc(S(=O)(=O)N2CC(C)OC(C)C2)c1)c1c(N)n(CCCC)c(=O)[nH]c1=O (centres undefined)	-1	3%	?	-3%	-1%	?	-3
COc1cc2c(cc1OC)CN(CC(=O)Nc1ccc(Cl)c(S(=O)(=O)N(C)C)c1)CC2	7	nt	13µM*	nt	3%	?	24
O=C1CS(=O)CN1c1ccc(Oc2ccccc2)cc1 (centres undefined)	-2	-2%	3%	10%	1%	-2%	-11
CC[C@@]12C(=O)N(c3cccc(F)c3)C(=O)N1[C@H](c1ccc(F)cc1)[C@@H]1C(=O)N(C3CCCCC3)C(=O)[C@@H]12	-4	1%	-25%	3%	8%	?	-6
COc1ccc(Cl)cc1NC(=O)c1cnc2sccn2c1=O	-2	-6%	4%	-6%	5%	0%	25
COc1ccc(C(=O)N2CCCC(CNC(=O)c3ccccc3Cl)C2)o1 (centres undefined)	18*	7%	0%	-8%	1%	68%[activator]	20
O=C(/C=C/Nc1ccccc1OC(F)(F)F)C(F)(F)F	-3	2%	64%[activator]	0%	-3%	36%[activator]	8

From PubChem BioAssay
